mcGAS inh: blocks mouse cGAS activity; Q8C6L5; recombinant cGAS, Kinase-Glo ATP depletion luminescence; inhibition, % at 12.5 µM; actives 0.15% (n = 160,000);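 further: 0% = negative control wells and 100% = reference inhibitor with no enzyme activity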
NPYLR7 agonist: activates Aedes aegypti NPYLR7 receptor | HEK293T NPYLR7/Galpha15, GCaMP6s calcium fluorescence | activation, % at 10 µM | AID 1259423 | actives 0.15% (n = 270,000); in the data active means activation above about 40%;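 further: 0% = vehicle and 100% = reference agonist at the receptor; some compounds past the cut are filed as inactive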
hcGAS lum: human cGAS inhibition; recombinant h-cGAS, ATP depletion, Kinase-Glo luminescence; inhibition, % at 12.5 µM; actives 0.081% (n = 290,000); AID 1259398;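 further: 0% = vehicle reaction and 100% = reaction without DNA for no activity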
Target sequence (Q8N884 whole entry, looked up): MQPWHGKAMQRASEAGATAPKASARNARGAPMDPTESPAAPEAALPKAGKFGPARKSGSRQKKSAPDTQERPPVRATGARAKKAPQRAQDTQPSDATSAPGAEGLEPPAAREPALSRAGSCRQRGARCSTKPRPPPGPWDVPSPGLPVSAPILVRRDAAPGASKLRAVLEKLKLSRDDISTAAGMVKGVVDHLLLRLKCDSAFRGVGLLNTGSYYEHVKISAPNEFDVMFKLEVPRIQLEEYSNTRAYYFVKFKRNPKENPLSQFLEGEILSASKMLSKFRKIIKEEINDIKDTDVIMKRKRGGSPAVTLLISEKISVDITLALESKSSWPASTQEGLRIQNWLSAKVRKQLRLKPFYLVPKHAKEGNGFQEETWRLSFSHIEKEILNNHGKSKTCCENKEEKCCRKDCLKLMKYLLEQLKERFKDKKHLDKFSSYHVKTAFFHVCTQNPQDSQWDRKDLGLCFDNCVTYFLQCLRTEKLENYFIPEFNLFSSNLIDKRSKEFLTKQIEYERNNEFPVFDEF
The depositor's hits bear a star; . = not tested or not shown; & = joins results of further samples. Unless noted, no stated cut-off is given here; in the data, active means inhibition above about 40%; inactive means the rest.

Every second line gives: mcGAS inh	hcGAS lum	NPYLR7 agonist
- CCc1cccc2c(C(CC(=O)O)c3ccc4c(c3)OCO4)c[nH]c12 (stereo not given)
    .	-2	8
- CCc1nc2c(OCCOc3ccc(F)cc3)cccn2c1N(C)C(=O)COc1ccccc1
    -5	-7	-4
- COc1ccc(CCNC(=O)CN2CN(c3ccccc3)C3(CCN(S(=O)(=O)c4ccc(Cl)cc4)CC3)C2=O)cc1OC
    -4	-3	13
- Cc1ccc(S(=O)(=O)NC(=O)NN2CC3CCCC3C2)cc1 (stereo not given)
    .	-1&1&0	-17&-3&-3
- CC(C)N1CCC(C)(C(=O)Nc2ccc(-c3cnco3)cc2)C1 (stereo not given)
    .	-15	-1
- COCC(=O)N1CCN(c2nc(-c3cccc(F)c3)nc(C)c2Cc2ccccc2)CC1
    -4	-7	20
- CCN(C(=O)c1sc(C(C)C)nc1C)[C@H]1COC[C@@H]1O
    -5	-13	.
- Oc1ccc(CC(c2ccccc2)c2n[nH]c(C3CC3)n2)cc1 (stereo not given)
    -1	-1	2
- COc1ccc(N2CCN(C(=O)c3csc(CSc4nnc(C)n4-c4cccc(Cl)c4)n3)CC2)cc1
    -7	-16	-1
- CCN(CC)C(=O)c1cc(-c2ccccc2OC)nc2cc(-c3ccccc3)nn12
    -5	0	3
- CS(=O)(=O)N1CCCCC1C(=O)N(Cc1ccccn1)c1nc2c(F)cccc2s1 (stereo not given)
    .	-3	2
- CCOC(=O)C1=C(CC)NC2=C(C(=O)CC(C)(C)C2)C1c1cc2c(cc1[N+](=O)[O-])OCO2 (stereo not given)
    -7	-5	-5
- COc1ccc(-c2nc(N(CCC(=O)NC(C)c3ccccc3)Cc3ccco3)c3ccccc3n2)cc1 (stereo not given)
    -7	-3	5
- CCc1cccc(NC(=O)CSc2nc3c(-c4ccccc4)c[nH]c3c(=O)n2C)c1
    -5	-4	3
- COc1cccc(Nc2nnc(SCC#N)s2)c1
    -8	-10	2
- COc1ccc(Cl)cc1C(=O)Nc1cccc(-c2nc3ccc(C)cc3o2)c1C
    -3	-3	-17
- COc1ncc(CN2CCC(c3[nH]ncc3Cc3ccccc3)CC2)cn1
    .	0	4
- Cc1cc(Cl)cc2sc(=NC(=O)CCS(=O)(=O)c3ccc(F)cc3)n(C)c12
    1	-2	4
- CN(C)CCSc1nc2ccccc2s1
    -4	-8	5
- N#Cc1ccc(N2C(=O)C3C(C2=O)C2C=CC3C23CC3)cc1 (stereo not given)
    0	1	-15
- O=S(=O)(NCCNc1nc(-c2ccc(Cl)cc2)nc2cc(Cl)ccc12)c1cccc(C(F)(F)F)c1
    -6	-11	7
- Cc1ccc(N2C(=O)CSC2c2ccccn2)cc1Cl (stereo not given)
    .	-10	-6
- COc1ccc(OC)c(C(=O)COc2ccc(C(N)=O)cc2)c1
    .	0	3
- Cc1ccc(CN(CCN2CCOCC2)CC(O)COCc2ccccc2)s1 (stereo not given)
    -3	1	-5
- O=C(NCc1ccco1)c1ccc(CSc2nc(N3CCCC3)cc(C(F)(F)F)n2)o1
    -5	-7	9
- Cc1nc(-c2ccc3c(c2)CCN3S(=O)(=O)c2ccccc2)cs1
    -9	-5	-7
- COc1ccc(OC)c(N2CCN(Cc3cccc(C)c3)C(C)C2=O)c1 (stereo not given)
    .	-2	0
- O=C(NCCCc1ccncc1)C1CC12CCN(C(=O)c1csc(-c3cccs3)n1)CC2 (stereo not given)
    -12	-12	16
- Cc1nnc(SCC(=O)NC(=O)NCCC(C)C)s1
    -4	-3	3
- C1=CC[C@H]2CN(Cc3cc4n(n3)CCCNC4)C[C@H]2C1
    .	-3	-3
- COc1ccc(OCCNC(=O)c2cncn2-c2ccc(-c3ccc(F)c(F)c3)cc2)cc1
    -3	-4	5
- CCCc1nc(NC(C)c2ccc(-n3cncn3)cc2)c2cnn(C)c2n1 (stereo not given)
    -15	-1	1
- CCOCCOC1CCCN(C(=O)C2CCC2)C1 (stereo not given)
    0	2	-7
- N#Cc1ccc(S(=O)(=O)Oc2ccccc2)cc1
    .	0	-11
- CCCCN(C)c1c(C)nc2c(OCC(=O)C(C)(C)C)cccn12
    -2	0	29
- CCCn1ncc(C(=O)N2CCn3cccc3C2c2cccnc2)c1C (stereo not given)
    -12	0	3
- C=CCN(Cc1nccn1Cc1c(C)cc(C)cc1C)S(=O)(=O)c1ccc(OC)cc1
    -7	-1	.
- Cc1nn(C)c(C)c1C(C)C(=O)NNC(=O)c1ccccc1Cl (stereo not given)
    .	3	-3
- O=C(NCC1CCCO1)c1cccc(CNC(=O)C2CC3CCC2C3)c1 (stereo not given)
    .	-2	-2
- O=C(Oc1ccc(Cl)cc1)c1ccc([N+](=O)[O-])cc1Cl
    0	0	0
- Cc1cccc2nc(-c3ccc(Cl)cc3)c(NCc3ccccc3)n12
    -8&-3	-8&-2	12
- C=CCOc1ccc(C=CC(=O)N(Cc2ccco2)Cc2cccs2)cc1
    -6	-1	2
- CC[C@H]1CN(Cc2cc(Cl)cc(OC)c2OC)CC[C@@]1(C)O
    -12	-6	-5
- Cc1cccc(-c2ncc(CN3CCN(c4nc(C)ncc4C)CC3)cn2)c1
    -8	2	-1
- O=C(c1cccc(F)c1)N1CCc2cc(S(=O)(=O)N3CCCCC3)ccc21
    .	-8	16
- COc1ccc(OC)c(NC(=O)C2(C)CCN2C(=O)CCC2CCCC2)c1 (stereo not given)
    .	-10	3
- CCCCC(=O)N(C)c1c(CC)nc2c(OCC(=O)c3ccc(Cl)cc3Cl)cccn12
    -2	-5	4
- CCc1ccc(-c2nc(Cc3ccccc3)no2)cc1
    -6	-6	20
- O=C(CN1C(=O)COc2ccccc21)N1CCN(c2ccc(F)cc2)CC1
    .	-6	0
- COc1ccc(C2c3cccn3CCN2C(=O)NCCc2ccccc2)cc1 (stereo not given)
    .	-1	-1
- Cc1c(C(NC(=O)N2CCOC(CO)C2)C(C)C)oc2ccccc12 (stereo not given)
    .	5	-4
- CC(C)NC1CCCN(C(=O)c2ccc(CSc3nccn3C)o2)C1 (stereo not given)
    .	-12	26
- Nc1cccc(-n2c(CO)nc3ccccc32)n1
    .	-3	11
- O=C(CCN1CCCC1=O)NC(c1nccs1)C1CC1 (stereo not given)
    .	4	4
- CC1CCCN(c2nc3c(c(=O)[nH]c(=O)n3C)n2CCSc2nc3ccccc3s2)C1 (stereo not given)
    -7	-3	4
- CCCc1nc(C(=O)NCc2csc(N3CCOCC3)n2)cs1
    .	-9	2
- O=C(Cc1nc(-c2ccc3c(c2)OCO3)cs1)NCc1ccccc1
    -5	-6	2
- Cc1ccc(-n2nnc(C(=O)OCc3cccc(F)c3)c2C)cc1C
    -7	-6	7
- COC(=O)c1ccc(-c2noc(CN(C)C3CCCc4ccccc43)n2)cc1 (stereo not given)
    -9	-5	16
- COc1ccccc1/C=C/C(=O)Nc1nc2ccccc2s1
    -6	-8	3

Whole records from above.
Listed for CC(C)NC1CCCN(C(=O)c2ccc(CSc3nccn3C)o2)C1 (stereo not given) → mcGAS inh: .; hcGAS lum: -12; NPYLR7 agonist: 26
Listed for Cc1ccc(-n2nnc(C(=O)OCc3cccc(F)c3)c2C)cc1C → mcGAS inh: -7; hcGAS lum: -6; NPYLR7 agonist: 7

Additional compounds follow:
Every second line gives: mcGAS inh	hcGAS lum	NPYLR7 agonist
- CCC(C)Nc1oc(-c2ccc(COc3ccc(OC)cc3)o2)nc1C#N (stereo not given)
    -9	-10	1
- Fc1ccccc1Oc1ccc2c(-c3ccccc3F)noc2n1
    -4	-3	9
- CC1(C(=O)NS(=O)(=O)c2ccccc2)CCN1C(=O)COc1ccc(Cl)cc1 (stereo not given)
    .	-6	5
- COc1ccc(Nc2cc(C)nc3c(-c4ccc(OC)c(OC)c4)c(C)nn23)cc1
    -8	-8	-6
- CCCn1c(=O)c2c(nc3n(C(C)C)c(C)c(C)n23)n(C)c1=O
    .	2	-1
- CCN(Cc1cnn(C)c1)C(=O)c1cc2ccccc2s1
    .	-4	-6
- Cc1ccc(C(=O)N2C(=S)C(c3ccc(C)cc3)=NC2(C)C)cc1
    -11	-6	7
- Cc1nnc(CN(C)S(=O)(=O)c2cc(Cl)c(N)c(Cl)c2)n1C
    -15	-10	-1
- CCCCNC(=O)N1CCN(c2ccc(OC)cc2)CC1
    -4	-4	3
- Cc1ccc(C)c2[nH]c(=O)c(CCNS(C)(=O)=O)cc12
    .	-10	2
- COc1ccc(-c2cn3nc(SCC(=O)N4CCCC4)ccc3n2)cc1
    .	-17	-4
- O=C(Cc1cccs1)NCCn1ncc2c(N3CCCCC3)ncnc21
    -8	-10	0
- CCc1nc(C)sc1CNC(=O)Cn1nc(C)c2ccccc2c1=O
    -23	-5	3
- O=C(CCn1nnc(-c2ccccc2)n1)N1CCCn2cncc2C1
    -12	-12	4
- O=C(CN1CCN(C(=O)c2cncc(Br)c2)CC1)Nc1cccc(F)c1
    -7	-2	-5
- CCOC(=O)C1=C(O)/C(=C\c2ccc(O)c(O)c2O)SC1=Nc1cccc(Cl)c1
    -3	-2	-5
- CC1C(=O)N(c2cccc(C(F)(F)F)c2)CCN1C(=O)C1CCCC1 (stereo not given)
    1	0	-14
- Cc1ccsc1-c1cn(CCCc2nc3ccccc3[nH]2)nn1
    -13	-3	0
- O=C(Nc1ccc(Cl)cc1)N1CCSC12C(=O)N(Cc1ccc(F)cc1F)c1ccccc12 (stereo not given)
    1	-2	-2
- COc1ccc(S(=O)(=O)N(C)CCc2ccccc2)cc1N1CCN(C(=O)c2ccc(Cl)cc2)CC1
    -5	-2	2
- Fc1ccccc1Cc1noc(CN2CC[C@@H]3CCCC[C@H]3C2)n1
    -2	-6	-3
- C(=Cc1ccc2ccccc2n1)c1ccc2c(c1)OCO2
    .	0	7
- CCCCCc1ccc(C(=O)N2CCCN(C(=O)C(C)N3CCc4sccc4C3c3ccccc3C)CC2)cc1 (stereo not given)
    -7	-2	3
- O=C(NC(c1ccc(F)cc1)c1cnccn1)C1CCN(CCc2ccc(Br)cc2)CC1 (stereo not given)
    -5	-4	8
- CSc1ccc2c(C)cc(NCCN3CCCC(C(N)=O)C3)nc2c1 (stereo not given)
    .	-5	4
- N#CCCN(Cc1cccnc1)C(=O)CC(c1ccccc1)c1cn(Cc2ccccc2)c2ccc([N+](=O)[O-])cc12 (stereo not given)
    -5	-8	.
- CCCNC(C)C(=O)Nc1ccccc1C (stereo not given)
    -5&-3	-10&-4&-3&-9&2	-2&2&0&4
- Cc1nc(SCc2cccc(C(=O)NCc3ccco3)c2)nc(N2CCN(C/C=C/c3ccccc3)CC2)c1C
    -2	-2	1
- CCCC(=O)OCC(O)CN(Cc1ccco1)Cc1ccccc1OC (stereo not given)
    -4	-8	10
- O=C(COc1ccccc1)N1CCN(c2nc(Cc3ccccc3)nc3onc(-c4ccccc4)c23)CC1
    -2	1	1

6 entries from above, reformatted:
Molecule	mcGAS inh	hcGAS lum	NPYLR7 agonist
COc1ccc(-c2cn3nc(SCC(=O)N4CCCC4)ccc3n2)cc1	.	-17	-4
N#CCCN(Cc1cccnc1)C(=O)CC(c1ccccc1)c1cn(Cc2ccccc2)c2ccc([N+](=O)[O-])cc12 (stereo not given)	-5	-8	.
Cc1ccc(C(=O)N2C(=S)C(c3ccc(C)cc3)=NC2(C)C)cc1	-11	-6	7
COc1ccc(Cl)cc1C(=O)Nc1cccc(-c2nc3ccc(C)cc3o2)c1C	-3	-3	-17
O=S(=O)(NCCNc1nc(-c2ccc(Cl)cc2)nc2cc(Cl)ccc12)c1cccc(C(F)(F)F)c1	-6	-11	7
COC(=O)c1ccc(-c2noc(CN(C)C3CCCc4ccccc43)n2)cc1 (stereo not given)	-9	-5	16

Continued.
Every second line gives: mcGAS inh	hcGAS lum	NPYLR7 agonist
- CCCCN(C)c1c(C)nc2ccc(C(=O)NC3CCN(C)CC3)cn12
    -3	-5	-3
- Cc1ccccc1-n1c(SCc2ccc(Cl)cc2Cl)nnc1-c1ccccc1F
    -9	-11	.
- CCC(COC)NC(=O)c1c(C)noc1-c1ccc(C(C)(C)C)cc1 (stereo not given)
    -6	-10	3
- CC1=CC[C@@]2(CO)COC(c3ccccc3O)C1C2 (stereo not given in full)
    -5	-5	5
- NC(=O)NCC(=O)N1CCCC(C(=O)c2ccc(-c3ccccc3)c(F)c2)C1 (stereo not given)
    .	-8	-3
- O=C(CSc1nncn1-c1cccc(Cl)c1)NCC1COc2ccccc2O1 (stereo not given)
    .	-6	3
- CC(=O)N1CCN(S(=O)(=O)C2CON(C)C2c2ccc3ccccc3c2)CC1 (stereo not given)
    .	-14	1
- CC1CC(=NNC(=S)NC2CCCCC2)CC(C)(C)C1 (stereo not given)
    .	-3	-3
- Cc1nc2sccn2c(=O)c1NC(=O)Cc1ccc(Cl)cc1
    -8	-6	11
- CC(C)c1nnc(NC(=O)c2ccccc2Nc2ccccc2)s1
    .	-11	1
- CCn1c(N2C[C@@H]3[C@H](C2)[C@H]2CC[C@@H]3O2)nc2cc(C(=O)OC)cnc21
    -19	-1	30
- CCOC(=O)[C@@H]1[C@H](c2ccccc2)[C@@H](NC(=O)c2ccccc2)[C@H]2CCCCN21
    -4	-2	-1
- COc1ccc(CCN(C(=O)/C=C/C(=O)O)C2CC(=O)N(c3ccc(Cl)cc3)C2=O)cc1 (stereo not given)
    3	3	0
- CCOC(=O)C(c1cccc(OC)c1)C1C=CC(NC(=O)c2scc(S(=O)(=O)C(C)C)c2Cl)C1 (stereo not given)
    -4	-3	21
- Clc1cccc(Nc2ccc(-n3ccnc3)nn2)c1
    .	3	-2
- FC(F)(F)CN=C1NN=C(c2ccccc2)C(c2ccccc2)S1 (stereo not given)
    .	-7	8

Outcome played no part in choosing rows, and some 0.29% of all compounds hit somewhere here.
